High-throughput results from PubChem.
FN deposit inh = fibronectin deposition inhibition. AH1F fibroblasts, Alexa488-fibronectin deposition fluorescence, overnight. actives 0.086% (n = 350,000). inhibition, % at 12.6 µM;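 active means mean inhibition across replicates of 30% or more, regardless of how many single replicates reach that level; inconclusive means mean under 30% yet at least half of replicates reach 30%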;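 further: positive control wells lacked labelled fibronectin entirely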
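Assay system: AH1F fibroblasts / Quantity: 10000 cells per well / Medium: DMEM plus 2% serum, read in PBS / Reagent: labelled fibronectin 24 nM / Dosing: single dose, pinned / Times: 1 h cell attachment, overnight exposure to compound and label / Signal: fluorescence, ex 485 nm, em 525 nm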
E-sel inducer = induces E-selectin expression in human endothelial cells; P16581; HUVEC E-selectin immunofluorescence imaging; normalized: neutral wells 0, TNF-alpha wells 100; activation, % at 7.58 µM; actives 0.37% (n = 260,000); AID 686992;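 active means mean E-selectin-positive cell signal at least 10% of the positive control, reached in at least 60% of replicates, without over 20% cell loss; inconclusive means no rule given, readout overlaps actives, possibly toxicity-flagged; inactive means the rest, including those meeting only one limit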;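 further: in these data hits start at about 27%; measured in HUVEC primary endothelial cells; signal is the percent of cells scored E-selectin positive by PE staining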
Target sequence (P16581 whole entry, looked up): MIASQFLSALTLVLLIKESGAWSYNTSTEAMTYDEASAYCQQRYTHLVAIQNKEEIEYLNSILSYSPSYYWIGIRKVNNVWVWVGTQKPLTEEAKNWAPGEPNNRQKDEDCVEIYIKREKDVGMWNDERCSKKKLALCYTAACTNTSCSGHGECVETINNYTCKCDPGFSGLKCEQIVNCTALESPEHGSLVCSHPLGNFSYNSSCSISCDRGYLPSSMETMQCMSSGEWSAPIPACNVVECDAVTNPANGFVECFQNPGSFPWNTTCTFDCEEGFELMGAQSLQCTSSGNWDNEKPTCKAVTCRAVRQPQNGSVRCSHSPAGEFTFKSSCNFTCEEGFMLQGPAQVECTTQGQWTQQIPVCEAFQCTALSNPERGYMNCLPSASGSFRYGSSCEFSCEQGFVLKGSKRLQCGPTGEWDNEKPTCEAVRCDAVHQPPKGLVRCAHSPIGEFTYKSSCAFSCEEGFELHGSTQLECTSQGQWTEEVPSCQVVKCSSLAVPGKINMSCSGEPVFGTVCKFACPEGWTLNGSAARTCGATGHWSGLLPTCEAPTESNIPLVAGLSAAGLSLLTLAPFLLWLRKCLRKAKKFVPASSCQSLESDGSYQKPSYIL
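material = human umbilical vein endothelial cells (HUVEC), E-selectin induction | quantity = 3,000 cells/well | medium = EGM-2 growth medium on 0.1% gelatin-coated wells | technique = immunofluorescence imaging | read-out basis = % PE-positive cells | control set = TNF-alpha positive control, DMSO neutral control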
XiGFP reactiv = activators of X-chromosome reactivation in mouse fibroblasts | activation, % at 7.58 µM | actives 0.055% (n = 360,000) | XiGFP mouse fibroblasts, % GFP-positive cells imaging, 3 d; cells co-treated with 5-aza-dC sensitizer; scaled so ellipticine positive control = 100%;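 active means mean normalized replicate activation at least 10% and every replicate at or above 10%; inconclusive means only one of the two criteria met; inactive means mean below 10% and not all replicates reach 10%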;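 further: 0% = median of on-plate neutral control wells and 100% = ellipticine 6 µM median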
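System: 68-5-11 XiGFP fibroblast line; Timing: 3 days compound exposure; Compound dosing: one concentration, pinned; Benchmarks: positive control ellipticine, 6 µM final; Buffer or medium: DMEM containing 5-aza-dC.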
Starred values were filed as active, the others as inactive; ? = inconclusive.

SMILES	FN deposit inh	E-sel inducer	XiGFP reactiv
CC(=O)Nc1ccc(Nc2c([N+](=O)[O-])cc(S(C)(=O)=O)cc2[N+](=O)[O-])cc1	4	0.0	0.2
CC(O)CNc1cc(N)c([N+](=O)[O-])cc1[N+](=O)[O-] (centres undefined)	0	9.2	0.0
CC(=O)c1c(C)[nH]c(C(=O)OCC(=O)N2CC(=O)Nc3ccccc32)c1C	9	0.2	-0.1
CCN(CC)S(=O)(=O)c1ccc(C(=O)OCCN2C(=O)c3cccc4c(N5CCOCC5)ccc(c34)C2=O)cc1	0	0.7	0.1
Cc1ccc(NC(=O)c2sccc2C)cc1[N+](=O)[O-]	0	-2.5	0.0
O=C(COC(=O)/C=C/c1nc2ccccc2s1)Nc1cccc(Cl)c1Cl	-4	0.0	-0.1
Cc1ccc2c(c1)C(=O)N(CCCCO)C2=O	0	-0.2	-0.1
O=C1CCC(=O)N1c1cccc(OS(=O)(=O)c2ccccc2)c1	2	-0.6	-0.1
CNc1ccc(/C=C(\CCC(=O)O)c2nc3ccccc3s2)cc1[N+](=O)[O-]	0	-0.1	-0.1
COC(=O)c1ccc(NC(=O)CNCc2ccncc2)cc1	6	?	0.5
CC(C)OC(=O)/C(=C/c1cccnc1)NC(=O)c1ccccc1	-3	0.8	0.0
CS(=O)(=O)N(CC(=O)N1CCCC1)Cc1ccc(Cl)cc1	1	0.7	0.1
CCOC(=O)c1c(-c2ccc(C)o2)csc1NC(=S)NC(=O)c1ccc(F)cc1	-13	0.6	0.0
Cc1cccc(N(CC(=O)Nc2ccccc2-c2ccccc2)S(=O)(=O)c2ccccc2)c1C	-2	-0.2	0.2
Cc1coc2c(O)cc3c(c12)OC1(N2CCCCC2)C(=O)NCCCC31 (centres undefined)	-2	0.0	0.1
CC(C)(C)c1ccc(/C=N/NC(=O)C(=O)NCCCN2CCOCC2)cc1	-3	0.0	0.0
COc1ccc(C(=O)/C=C/c2cc(OC)c(O)c(OC)c2)c(F)c1	8	1.0	0.1
COc1cc2c(cc1OC)C(C)N(C(=S)Nc1ccccc1)CC2 (centres undefined)	-6	0.0	0.0
Cc1cccc(NC(=O)/C(=C/c2cccc([N+](=O)[O-])c2)NC(=O)c2cccs2)c1	-4	0.2	0.3
CCOC(=O)c1cc(C)sc1/N=C/C1=C(O)CCCC1=O	3	0.2	0.0
COc1cc2c(cc1OC)CN(S(=O)(=O)c1cccs1)CC2	-1	-2.3	0.1
S=C1NC2(CCCCC2)N=C1c1ccccc1	3	-1.2	-0.1
Cc1ccccc1NCC(=O)N/N=C/c1ccc([N+](=O)[O-])cc1	4	-0.1	0.0
O=C(Nc1nc(-c2ccccc2)cs1)c1ccccc1NS(=O)(=O)c1ccc(F)cc1	9	-0.5	0.0
COc1cc(NC(C)CCCN)c2ncccc2c1Oc1ccccc1 (centres undefined)	-3	-0.3	0.2
COc1ccc(C(N)=S)cc1	3	7.6	0.5
O=C(O)COc1ccccc1C(Nc1ccccn1)c1cc(Cl)c2cccnc2c1O (centres undefined)	3	-0.2	0.2
CC(OC(=O)CCCCCN=C1NS(=O)(=O)c2ccccc21)C(=O)Nc1cc(Cl)cc(Cl)c1 (centres undefined)	-1	1.7	-0.1
COC(=O)c1ccc(-n2c(C)cc(C(=O)CSc3ccc(NC(C)=O)cc3)c2C)cc1	-7	0.7	-0.1
Cc1cccc(NC(=O)Cn2c(=O)n(Cc3ccccc3)c(=O)c3c(C)c(C)sc32)c1	5	-0.4	-0.1
Cc1ccc(NC2(C(F)(F)F)N=C(c3ccccc3)NC2=O)nc1 (centres undefined)	-4	4.7	-0.2
CN1CCN(c2ccc(S(=O)(=O)N3CCCCC3)cc2NC(=O)c2ccc3ccccc3c2)CC1	-5	0.0	0.1
Cc1ccc(SCCC(=O)Nc2ccccc2C(=O)NC(C)C)cc1	3	-0.3	0.2
Cc1ccc(-c2nc(C)sc2CC(=O)OCC(=O)Nc2c(F)cccc2F)cc1	-1	-0.3	-0.1
O=C(Cn1ccc(C(F)(F)F)n1)N/N=C/c1ccc2c(c1)OCO2	-1	0.0	0.0
CN1CCN(C(=O)/C=C\c2ccc(Cl)cc2)CC1	-1	0.6	-0.1
Cc1ccc(N(NC(=O)C(O)(c2ccccc2)c2ccccc2)C(=O)CCl)cc1	6	-0.4	-0.2
O=C(CCCc1c[nH]c2ccccc12)Nc1ccc2ccccc2c1	0	-0.1	0.0
O=C(/C=C/c1ccc(Cl)cc1Cl)N1CCc2ccccc21	-3	-1.1	0.0
CCOC(=O)CNC(=S)N(Cc1cccs1)C1CCCC1	-2	-0.9	-0.1

A different layout for some results above:
> Cc1ccc(SCCC(=O)Nc2ccccc2C(=O)NC(C)C)cc1
  FN deposit inh: 3 | E-sel inducer: -0.3 | XiGFP reactiv: 0.2

> Cc1ccc(-c2nc(C)sc2CC(=O)OCC(=O)Nc2c(F)cccc2F)cc1
  FN deposit inh: -1 | E-sel inducer: -0.3 | XiGFP reactiv: -0.1

(listing goes on)
SMILES	FN deposit inh	E-sel inducer	XiGFP reactiv
Fc1cccc(NC(=S)NCC(c2cccnc2)N2CCOCC2)c1 (centres undefined)	2	1.4	0.1
CN(C)CCCOC(=O)COc1ccc(C(C)(C)C)cc1	6	-0.9	0.0
Cc1ccc2nsnc2c1NC(=S)NC(=O)c1ccco1	-6	0.8	-0.1
Cc1ccccc1NC(=O)c1ccccc1NC(=O)CCC(=O)O	-6	4.3	0.1
O=C(/C=C\c1cn(-c2ccccc2)nc1-c1ccccc1)Nc1nccs1	2	2.2	0.2
O=C(CC(Sc1n[nH]c(-c2ccccc2)n1)c1ccccc1)NCc1ccccc1 (centres undefined)	1	-0.2	-0.2
COc1ccccc1/C=N/NC(=O)CC(=O)NCc1cccnc1	2	0.6	0.0
Cc1ccc(C)c(S(=O)(=O)NCC(=O)NCc2ccco2)c1	-8	-0.4	-0.1
O=C(CSc1n[nH]c(-c2ccccc2Br)n1)NCCN1C(=O)CSC1=O	1	-0.1	-0.1
CCOP(=O)(OCC)C(Nc1ccccn1)c1ccc(F)cc1 (centres undefined)	-3	1.4	-0.4
C=C(C)c1cccc(C(C)(C)NC(=O)Nc2ccccc2OCC)c1	2	0.2	0.3
O=S(=O)(Nc1nccs1)c1ccc(Nc2nnc(-c3ccccc3)c3ccccc23)cc1	3	-0.3	1.0
Cc1ccc(S(=O)(=O)/N=C(\N)Nc2nc(C)c3ccccc3n2)cc1	9	-0.4	0.1
Cc1cc(C)c(C(=O)COC(=O)c2cc([N+](=O)[O-])ccc2NCCO)cc1C	1	-2.8	0.0
O=C(N/N=C/c1ccco1)C1CC1	8	-0.2	-0.1
CCOCCCNC(=O)c1cc(Sc2ccc(C)cc2)nc2ccccc12	4	12	0.0
Oc1c(Br)cc(Br)cc1/C=N/N1CCN(Cc2ccccc2)CC1	-10	-0.2	0.0
O=C(CSCc1nc2ccccc2[nH]1)Nc1ccc(Oc2ccccc2)cc1	13	1.4	0.0
CCCCNc1nnc(SCC(=O)c2c[nH]c3ccccc23)s1	7	-0.1	0.0
COc1cc(/C=C2/NC(=O)N(Cc3ccccc3F)C2=O)ccc1Oc1ccc([N+](=O)[O-])cn1	5	-0.3	0.0

Single values from the list.
In FN deposit inh, O=C(N/N=C/c1ccco1)C1CC1 is entered as 8
In XiGFP reactiv, Cc1ccc2nsnc2c1NC(=S)NC(=O)c1ccco1 is entered as -0.1
In E-sel inducer, O=C(CSc1n[nH]c(-c2ccccc2Br)n1)NCCN1C(=O)CSC1=O is entered as -0.1

Next entries
SMILES	FN deposit inh	E-sel inducer	XiGFP reactiv
Nc1cccc(C(=O)OCC(=O)Nc2cccc3c2C(=O)c2ccccc2C3=O)c1	1	-0.4	-0.1
CC(C)(C)C(=O)n1nc(-c2ccccc2)oc1=O	4	4.9	0.2
CCN(CC)S(=O)(=O)c1ccc(N2CCOCC2)c(NC(=O)C23CC4CC(CC(Cl)(C4)C2)C3)c1	0	-0.4	0.0
CCOc1ccccc1NC(=O)COC(=O)CNS(=O)(=O)c1ccc(C)cc1	2	2.7	1.6
CC(NC(=O)CSC1=NCCS1)c1ccccc1 (centres undefined)	10	1.1	-0.1
COc1ccc(N(CC(=O)NCc2ccccc2)S(C)(=O)=O)cc1	2	-0.1	0.4
CC(=O)Oc1ccc(N(C(C)=O)S(=O)(=O)c2ccc(C)c([N+](=O)[O-])c2)cc1	4	-0.4	0.2
O=C(NNC(=O)c1cc(-c2ccccc2)n(-c2ccccc2)n1)c1cccc([N+](=O)[O-])c1	-9	0.0	0.0
Cc1ccc(S(=O)(=O)N(C)C[C@H]2Oc3ccc(NS(C)(=O)=O)cc3C(=O)N([C@@H](C)CO)C[C@H]2C)cc1	8	-0.1	0.2
CC1CC(C)CN(c2oc(Cc3ccccc3)nc2C#N)C1 (centres undefined)	1	1.1	0.1
CCOC(=O)c1c(NC(=O)C2CC2)sc(C)c1CC	-2	16	0.0
CC(C)NC(=O)Nc1ccc2c(c1)C(=O)N([C@H](C)CO)C[C@H](C)[C@H](CN(C)C(=O)CCCN(C)C)OCCCC[C@H](C)O2	-7	-0.1	0.1
COc1ccc(C(=O)/C=C/C(=O)N(Cc2ccccc2OC)C(C(=O)NC2CCCCC2)c2ccncc2)c(O)c1 (centres undefined)	2	3.5	0.0
O=C(NCCc1nc2ccccc2[nH]1)/C(=C/c1ccco1)NC(=O)c1ccco1	4	-0.1	0.0
CCOC(=O)c1[nH]c2ccc(OC)cc2c1NC(=O)c1ccc(OC)c(OC)c1	-8	0.0	0.5
S=c1[nH]nc(CCc2ccccc2)n1-c1ccccc1	0	-0.1	0.0
CC(=O)N1C(=O)/C(=C2\SC(=S)N(c3c(C)n(C)n(-c4ccccc4)c3=O)C2=O)c2ccccc21	-2	1.1	-0.1
CCn1cc(C2C(C(=O)Nc3cc(C)ccn3)=C(C)NC3=C2C(=O)CC(C)(C)C3)c(C)n1 (centres undefined)	-3	-0.3	0.2
CCCOc1ccc(/C=C/C(=O)NCc2ccccc2)cc1	4	1.9	1.2
O=C(COc1ccccc1)Nc1ccccc1Oc1ccccc1	6	0.6	-0.2
CC1CCN(CCCCOc2ccc(Br)cc2)CC1	1	-0.7	0.0
CCNc1nc(NCC)n2c(SCC(=O)N(CC)C3CCCCC3)nnc2n1	10	-1.5	-0.1
O=c1c2sccc2[nH]c(=S)n1Cc1ccccc1	6	2.0	-0.1
COC(=O)Nc1ccc([N+](=O)[O-])cc1OC	2	-0.2	0.1
O=C(COC(=O)COc1ccc(Cl)cc1)NCc1cccs1	-8	1.6	0.0
NS(=O)(=O)c1ccc(NC(=S)NC(=O)/C=C/c2ccco2)cc1	1	-0.3	-0.1
COc1ccc([N+](=O)[O-])cc1NC(=O)C(C)Sc1nc(C)c(C)c(C)n1 (centres undefined)	2	0.2	0.0
COc1ccc([N+](=O)[O-])cc1NC(=O)c1ccc(CN(c2ccccc2)S(C)(=O)=O)cc1	7	0.1	-0.1
CC(=O)NNC1=Nc2ccccc2N(C)C(C)C1 (centres undefined)	5	0.0	0.0
Cc1nnc(SCCn2c(N3CCCCC3)nc3c2c(=O)[nH]c(=O)n3C)s1	-9	14	0.0
O=[n+]1cc(-c2ccc(Br)cc2)n([O-])c2c1CCC2	-1	-1.3	0.0
Cc1ccc(C2C(C#N)=C(N)N(N(C)C)C3=C2C(=O)CCC3)cc1 (centres undefined)	-2	-0.2	0.0
COc1ccc(C(=O)NNC(=O)Nc2ccc(C)cc2)cc1	6	-1.0	0.4
Cc1nn(-c2ccccc2)c(Cl)c1/C=N/NS(=O)(=O)c1ccc(Br)cc1	-8	-0.2	1.3
O=S(=O)(c1ccc(NC(=S)N/N=C/c2ccc(N3CCOCC3)cc2)cc1)N1CCOCC1	7	-2.2	-0.1
Cc1c(NC(=O)c2ncn[nH]2)cccc1-c1nc2ccccc2s1	-1	-0.2	0.0
O=C(N/N=C/c1cn(-c2ccccc2)nc1-c1cccs1)c1ccncc1	-1	0.6	0.1
CC(C)CNC(=S)NC(=O)c1ccc(Cl)cc1	-3	-0.3	0.1
Cc1ccc(N2CN(Cc3cccnc3)CNC2=S)c(C)c1	15	1.8	-0.1
COc1cc(C(=O)Nc2nc(-c3ccc(Cl)cc3)c(C)s2)ccc1OCC(=O)Nc1ccc(F)cc1	-11	0.1	-0.1

Just XiGFP reactiv, for 2 of the compounds above:
Molecule	XiGFP reactiv
Cc1ccc2nsnc2c1NC(=S)NC(=O)c1ccco1	-0.1
Cc1ccccc1NC(=O)c1ccccc1NC(=O)CCC(=O)O	0.1

Entries of single compounds from above. Values in the order: FN deposit inh	E-sel inducer	XiGFP reactiv
Entry for CC1CCN(CCCCOc2ccc(Br)cc2)CC1 → 1	-0.7	0.0
Entry for CCNc1nc(NCC)n2c(SCC(=O)N(CC)C3CCCCC3)nnc2n1 → 10	-1.5	-0.1
Entry for Cc1c(NC(=O)c2ncn[nH]2)cccc1-c1nc2ccccc2s1 → -1	-0.2	0.0

Not all compounds are listed; the hit share may differ from the screen's.
